Screens as filed in PubChem.
JMJD2E inh: JMJD2E (human) inhibition; JMJD2E catalytic domain, FDH-coupled NADH fluorescence (FDH is formaldehyde dehydrogenase); Potency, µM (highest dose often 57.1 µM), for the others: top-dose activity change, negative = inhibition, usual class: inhibitors; actives 1.6% (n = 230,000); B2RXH2; active = well fitted inhibition curve with a large enough effect, not every such curve was filed as active; inconclusive = small, poorly fitted or top-dose-only effect, or another doubt; inactive = no such curve, though single readings can be large or run the other way;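 also: 0% = wells with enzyme and -100% = buffer wells without enzyme; nearly all actives have a fitted effect of over 50% in size; many of its hits are not listed in these tables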
Target sequence (B2RXH2 1-337 limits assumed): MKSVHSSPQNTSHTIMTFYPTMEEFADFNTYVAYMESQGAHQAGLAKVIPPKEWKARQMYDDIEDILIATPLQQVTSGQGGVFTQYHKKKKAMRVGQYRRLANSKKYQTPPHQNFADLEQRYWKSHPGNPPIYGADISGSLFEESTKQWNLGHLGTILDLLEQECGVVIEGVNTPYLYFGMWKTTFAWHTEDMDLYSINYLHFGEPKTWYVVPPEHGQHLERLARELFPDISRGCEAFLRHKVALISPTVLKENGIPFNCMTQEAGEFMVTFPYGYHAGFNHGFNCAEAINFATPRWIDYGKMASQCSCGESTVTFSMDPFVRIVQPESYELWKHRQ
Tau FP inhib: tau fibrillization inhibition (FP); P10636; K18 P301L tau heparin fibrillization, Alexa594 FP, 6 h; Potency, µM (titrated, usually from 57.7 µM), without a hit: top-dose activity, negative = inhibition, actives largely listed as inhibitors; actives 0.39% (n = 280,000); AID 1468; also: nearly all actives have a fitted effect of over 55% in size
Target sequence (P10636 561-689 P618L limits assumed): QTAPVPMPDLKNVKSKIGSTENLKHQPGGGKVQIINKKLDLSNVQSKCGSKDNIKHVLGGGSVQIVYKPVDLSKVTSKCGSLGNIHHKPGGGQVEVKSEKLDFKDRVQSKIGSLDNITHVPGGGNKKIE
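Heparin (20 uM) drove fibril formation of recombinant tau K18 P301L, 15 uM unlabeled with 0.24 uM Alexa 594 label, for 6 hr at 37 C in 100 mM sodium acetate pH 7. Fluorescence polarization (555/632 nm) read 1 hr after 30 uM ThT.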
GoLoco inh red: blocks human Gai1 binding to RGS12 GoLoco peptide, red readout. Gai1:RGS12 GoLoco peptide FP, rhodamine, 10 min. AID 880. actives 0.44% (n = 230,000). Potency, µM (titrated, usually from 61.6 µM), for inactives: at the top dose activity, negative = inhibition, hits mostly inhibitors; active = well fitted inhibition curve with a large enough effect, not every such curve was filed as active; inactive = no such curve, though single readings can be large or run the other way; also: nearly all actives have a fitted effect of over 30% in size; many of its hits are not listed in these tables
L3MBTL1 inh: inhibitors of human L3MBTL1; actives 0.66% (n = 230,000); AlphaScreen L3MBTL1–H3K9me1 peptide binding; Potency, µM (doses to about 57.1 µM), for the others: at the top dose activity, negative = inhibition, actives largely listed as inhibitors; Q9Y468; AID 485360; also: nearly all actives have a fitted effect of over 60% in size
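L3MBTL1 50 nM + b-AHA-H3(1-15)K9me1 75 nM, 30 min RT; compound added, 30 min RT; streptavidin donor/Ni-chelate acceptor beads 10 ug/mL each final, 30 min RT dark; AlphaScreen read.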
TRb SRC2 PPI: disrupts binding of human TR beta to SRC2. P10828. TRbeta-SRC2 peptide binding, fluorescence polarization; receptor liganded with 1 µM T3. Potency, µM (highest dose often 106 µM), without a hit: top-dose activity change, negative = inhibition, actives largely listed as inhibitors. actives 0.065% (n = 280,000);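 also: plate controls were bound peptide for no effect and peptide without receptor for full effect; nearly all actives have a fitted effect of over 50% in size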
Target sequence (P10828 whole entry, looked up): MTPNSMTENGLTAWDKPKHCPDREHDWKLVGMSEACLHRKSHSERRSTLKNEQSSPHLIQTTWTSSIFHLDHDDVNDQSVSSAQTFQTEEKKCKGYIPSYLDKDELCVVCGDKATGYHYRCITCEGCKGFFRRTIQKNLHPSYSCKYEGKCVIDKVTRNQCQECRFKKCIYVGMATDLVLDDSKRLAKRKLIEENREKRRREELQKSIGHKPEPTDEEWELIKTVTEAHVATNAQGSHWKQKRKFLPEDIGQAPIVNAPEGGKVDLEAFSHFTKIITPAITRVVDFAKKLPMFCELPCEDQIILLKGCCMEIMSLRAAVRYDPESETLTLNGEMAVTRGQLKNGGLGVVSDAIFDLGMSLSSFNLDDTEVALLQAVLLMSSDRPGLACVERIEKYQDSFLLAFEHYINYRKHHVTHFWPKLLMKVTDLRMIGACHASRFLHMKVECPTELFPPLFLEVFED
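Human TRb LBD (0.6 uM) plus Texas Red-labeled SRC2 peptide (20 nM), 1uM T3, 5% DMSO, 5 hr at ambient temperature. Decreased polarization (555/632 nm) flags inhibition; data normalized to free and bound peptide controls.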
RECQ1 helicase: inhibitors of human RECQ1 DNA helicase; P46063; RECQ1 DNA unwinding, red fluorescence kinetic read; Potency, µM (highest dose often 57.3 µM), inactives show at the top dose activity, negative = inhibition, usual class: inhibitors; actives 0.54% (n = 240,000); AID 2549;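 also: plate controls were vehicle for no effect and no enzyme for full effect; nearly all actives have a fitted effect of over 30% in size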
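RECQ1T1 50 nM; forked duplex (20 bp + 30-nt ss tails) 200 nM, ATP 2 mM final; pH 8.0, 2 mM MgCl2, 2.5 ug/ml poly(dI-dC); 15 min compound preincubation; discontinuous kinetic read over 2 h at RT.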
Tau fibril ThT: blocks human tau fibril formation measured by thioflavin T; Potency, µM (top dose mostly 57.4 µM), for the others: at the highest dose activity, negative = inhibition, usual class: inhibitors; actives 2.1% (n = 270,000); recombinant tau K18 P301L (four-repeat tau fragment), heparin-induced fibrillization, ThT fluorescence; P10636; also: nearly all actives have a fitted effect of over 55% in size
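Heparin-induced (20 uM) aggregation of recombinant human K18 P301L tau, 15 uM unlabeled with 0.24 uM labeled, pH 7 acetate buffer, 6 hr at 37 C with compound. Fibrils quantified by 30 uM ThT fluorescence after 1 hr ambient incubation.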
TR SRC2 fluor cs: Texas Red fluorescence interference in TRb-SRC2 counter-screen; TRb/SRC2 Texas Red total fluorescence interference; Potency, µM (highest dose often 106 µM), inactives show top-dose fluorescence change, negative = quenching; actives 0.29% (n = 280,000); active = well fitted curve in either direction with a large enough effect; inconclusive = small, poorly fitted or top-dose-only effect
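Flags fluorescent or light-absorbing compounds by total fluorescence, S + 2P, at 555 nm excitation and 632 nm emission. Mixture: 20 nM Texas Red SRC2 peptide, 0.6 uM human TRb LBD, 1 uM T3, 5% DMSO; compound exposure 5 h at ambient temperature.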
* hit, by the source's call; [ ] = another dose, or the depositor's remark. Unless noted, calls follow the shape of the dose curve; as a rule, active = well fitted curve in the direction sought with a large enough effect; inconclusive = small, poorly fitted or top-dose-only effect, or another doubt; inactive = no such curve, though single readings can be large; an effect the other way counts as inactive or inconclusive. Unless noted, % is scaled to controls: 0 for no effect and ±100 for the full control effect; potency is read from the fitted curve at half-maximal effect. Only part of the results is shown. The share of hits here may be higher or lower than overall.

The opening 2 compounds (preview)
Screening CCOC(=O)C1CCCN(Cc2c(C(=O)N3CCCCC3)nc3c(C)cccn23)C1 (stereo not given) returned JMJD2E inh -1%, Tau FP inhib -2%, GoLoco inh red 0%, L3MBTL1 inh -3%, TRb SRC2 PPI -6%, RECQ1 helicase -8%, Tau fibril ThT -1% and TR SRC2 fluor cs 3%.
Screening COc1ccc(NCc2nnc(SCC(=O)NCc3ccccc3)n2-c2ccccc2OC)cc1 returned JMJD2E inh 2%, Tau FP inhib -1%, GoLoco inh red 10%, L3MBTL1 inh -3%, TRb SRC2 PPI 12%, RECQ1 helicase 1%, Tau fibril ThT -16% and TR SRC2 fluor cs 1%.

The list itself, previewed entries included:
Screening CCOC(=O)C1CCCN(Cc2c(C(=O)N3CCCCC3)nc3c(C)cccn23)C1 (stereo not given) returned JMJD2E inh -1%, Tau FP inhib -2%, GoLoco inh red 0%, L3MBTL1 inh -3%, TRb SRC2 PPI -6%, RECQ1 helicase -8%, Tau fibril ThT -1% and TR SRC2 fluor cs 3%.
Screening COc1ccc(NCc2nnc(SCC(=O)NCc3ccccc3)n2-c2ccccc2OC)cc1 returned JMJD2E inh 2%, Tau FP inhib -1%, GoLoco inh red 10%, L3MBTL1 inh -3%, TRb SRC2 PPI 12%, RECQ1 helicase 1%, Tau fibril ThT -16% and TR SRC2 fluor cs 1%.
CCOC(=O)c1ccc(Nc2nc3ccccc3nc2NS(=O)(=O)c2ccc(Cl)cc2)cc1 was read as Tau FP inhib 11%, TRb SRC2 PPI -2%, Tau fibril ThT -14% and TR SRC2 fluor cs 6%.
`Cc1cc(N2CCC(C)CC2)nc(-c2ccccc2O)n1` gave JMJD2E inh inconclusive, Tau FP inhib -8%, GoLoco inh red -3%, L3MBTL1 inh 56%[activator], TRb SRC2 PPI -7%, RECQ1 helicase -1%, Tau fibril ThT -17% and TR SRC2 fluor cs -2%.
Screening CC(C)c1onc(C(=O)N2CCN(Cc3ccccc3)CC2)c1[N+](=O)[O-] returned JMJD2E inh 0%, Tau FP inhib -2%, GoLoco inh red 6%, L3MBTL1 inh 17%, TRb SRC2 PPI 1%, RECQ1 helicase -11%, Tau fibril ThT 1% and TR SRC2 fluor cs -6%.
Screening N#C/C(=C\c1ccccc1[N+](=O)[O-])C(=O)NC1CCCCC1 returned JMJD2E inh -14%, Tau FP inhib 5%, GoLoco inh red -10%, L3MBTL1 inh inconclusive, TRb SRC2 PPI -1%, RECQ1 helicase 3%, Tau fibril ThT inconclusive and TR SRC2 fluor cs -3%.
Screening COC(=O)c1ccc(NC(=O)CSCc2ccc(C)cc2)cc1 returned JMJD2E inh 3%, Tau FP inhib -13%, GoLoco inh red -9%, TRb SRC2 PPI -2%, RECQ1 helicase inactive, Tau fibril ThT -21% and TR SRC2 fluor cs -4%.
Screening O[C@H](CN1CCN(c2cccc(Cl)c2)CC1)C(c1ccccc1)c1ccccc1 returned JMJD2E inh -17%, Tau FP inhib 6%, GoLoco inh red 5%, TRb SRC2 PPI 9%, RECQ1 helicase -10%, Tau fibril ThT inconclusive and TR SRC2 fluor cs -1%.
For CCOC(=O)c1ccc(-n2c(CCC(=O)O)ccc2-c2ccc(Br)cc2)cc1 the results were Tau FP inhib -10%, TRb SRC2 PPI 8%, Tau fibril ThT inconclusive and TR SRC2 fluor cs -2%.
`COc1ccc(Cn2nnnc2C(c2cccnc2)N2CCN(c3ccc(O)cc3)CC2)cc1` (stereo not given) gave JMJD2E inh -22%, Tau FP inhib -2%, GoLoco inh red -20%, L3MBTL1 inh -8%, TRb SRC2 PPI -11%, RECQ1 helicase 1.3µM*, Tau fibril ThT -27% and TR SRC2 fluor cs 2%.
Cc1ccc(C(=O)c2no[n+]([O-])c2C(=O)c2ccc(C)cc2)cc1 was read as JMJD2E inh -16%, Tau FP inhib inconclusive, GoLoco inh red -25%, L3MBTL1 inh 0%, TRb SRC2 PPI 0%, RECQ1 helicase -7%, Tau fibril ThT 14µM* and TR SRC2 fluor cs -5%.
Screening Cc1cc(Nc2cccc(C(F)(F)F)c2)nc2ccc(NC(=O)c3cccc(Cl)c3)cc12 returned Tau FP inhib inconclusive, TRb SRC2 PPI 10%, Tau fibril ThT inconclusive and TR SRC2 fluor cs -23%.
For Cc1c(C(=O)Nc2ccc(S(=O)(=O)NCC3CCCO3)cc2)cccc1[N+](=O)[O-] (stereo not given) the results were JMJD2E inh 2%, Tau FP inhib -5%, GoLoco inh red -5%, L3MBTL1 inh -6%, TRb SRC2 PPI -2%, RECQ1 helicase -2%, Tau fibril ThT -7% and TR SRC2 fluor cs -7%.
For O=C(C1CCCN(S(=O)(=O)c2cccnc2)C1)N1CCN(c2ccccn2)CC1 (stereo not given) the results were JMJD2E inh inconclusive, Tau FP inhib -7%, GoLoco inh red 8%, L3MBTL1 inh 11%, TRb SRC2 PPI -2%, RECQ1 helicase -14%, Tau fibril ThT -6% and TR SRC2 fluor cs 0%.
COc1ccc(CC(=O)N/N=C/c2ccc(-c3ccc(F)cc3)o2)cc1OC was read as JMJD2E inh inconclusive, Tau FP inhib 0%, GoLoco inh red 6%, L3MBTL1 inh -30%, TRb SRC2 PPI 1%, RECQ1 helicase -2%, Tau fibril ThT -4% and TR SRC2 fluor cs 1%.
CCc1ccccc1NC(=O)C(C)n1c(=O)cc(C)c2c(C)nn(-c3ccccc3)c21 (stereo not given) was read as Tau FP inhib 9%, TRb SRC2 PPI 2%, Tau fibril ThT 5% and TR SRC2 fluor cs -17%.
CS(=O)(=O)N(Cc1ccc(Cl)cc1)c1ccc(C(=O)NCC2CCCO2)cc1 (stereo not given) was read as JMJD2E inh -10%, Tau FP inhib -6%, GoLoco inh red 0%, L3MBTL1 inh -7%, TRb SRC2 PPI -1%, RECQ1 helicase 6%, Tau fibril ThT -6% and TR SRC2 fluor cs -2%.
`CSCCC(NC(=O)c1ccc(C)o1)C(=O)O` (stereo not given) gave JMJD2E inh -1%, Tau FP inhib 3%, GoLoco inh red 3%, L3MBTL1 inh -1%, TRb SRC2 PPI -7%, RECQ1 helicase 0%, Tau fibril ThT -9% and TR SRC2 fluor cs -2%.
NC(=O)C1CCN(C(=O)c2ccco2)CC1 was read as JMJD2E inh 5%, Tau FP inhib -7%, GoLoco inh red -4%, L3MBTL1 inh 3%, TRb SRC2 PPI -9%, RECQ1 helicase -13%, Tau fibril ThT -2% and TR SRC2 fluor cs 2%.
For Cc1[nH]c(=S)n(CC2CCCO2)c1C (stereo not given) the results were JMJD2E inh 6%, Tau FP inhib 1%, GoLoco inh red 2%, L3MBTL1 inh 3%, TRb SRC2 PPI -3%, RECQ1 helicase inactive, Tau fibril ThT -3% and TR SRC2 fluor cs 2%.

A run of entries taken from the entries so far, as a working copy:
Cc1ccc(C(=O)c2no[n+]([O-])c2C(=O)c2ccc(C)cc2)cc1 was read as JMJD2E inh -16%, Tau FP inhib inconclusive, GoLoco inh red -25%, L3MBTL1 inh 0%, TRb SRC2 PPI 0%, RECQ1 helicase -7%, Tau fibril ThT 14µM* and TR SRC2 fluor cs -5%.
Screening Cc1cc(Nc2cccc(C(F)(F)F)c2)nc2ccc(NC(=O)c3cccc(Cl)c3)cc12 returned Tau FP inhib inconclusive, TRb SRC2 PPI 10%, Tau fibril ThT inconclusive and TR SRC2 fluor cs -23%.

The list goes on.
Screening O=S(=O)(c1ccc2c(c1)nc(COc1ccc(Cl)cc1)n2CC1CCCO1)N1CCOCC1 (stereo not given) returned JMJD2E inh -9%, Tau FP inhib 11%, GoLoco inh red 19%, L3MBTL1 inh -10%, TRb SRC2 PPI 2%, RECQ1 helicase -9%, Tau fibril ThT -11% and TR SRC2 fluor cs -1%.
Screening CCOC(=O)CN1C(=O)CCSc2ccc(Cl)cc21 returned JMJD2E inh 1%, Tau FP inhib -7%, GoLoco inh red 13%, L3MBTL1 inh -1%, TRb SRC2 PPI -4%, RECQ1 helicase 17%, Tau fibril ThT -6% and TR SRC2 fluor cs -2%.
For COC(=O)c1c(C)oc(C)c1S(=O)(=O)NCc1ccc(Cl)cc1Cl the results were JMJD2E inh -8%, Tau FP inhib 0%, GoLoco inh red 7%, TRb SRC2 PPI -1%, RECQ1 helicase 16% and TR SRC2 fluor cs -2%.
O=S(=O)(NCc1ccccn1)c1ccc(Cl)c(C(F)(F)F)c1 was read as JMJD2E inh 4%, Tau FP inhib -4%, GoLoco inh red 4%, L3MBTL1 inh -16%, TRb SRC2 PPI 10%, RECQ1 helicase -3%, Tau fibril ThT -5% and TR SRC2 fluor cs 3%.
Screening COc1ccccc1NC(=O)Cn1nc(Cc2cccnc2)c2ccccc2c1=O returned JMJD2E inh 3%, Tau FP inhib -3%, GoLoco inh red 1%, TRb SRC2 PPI 3%, RECQ1 helicase -5% and TR SRC2 fluor cs -2%.
CCOc1ccc(CCNC(=O)CCCn2nc(C)c3sc4ccccc4c3c2=O)cc1OCC was read as Tau FP inhib 5%, TRb SRC2 PPI -5%, Tau fibril ThT -17% and TR SRC2 fluor cs -2%.
`CCC1=C2CC[C@H]3C(=O)N(CC(=O)OC)C(=O)[C@H]3[C@H]2[C@@]2(C)C(=O)N(CC3CC3)C(=O)N2C1=O` gave JMJD2E inh -19%, Tau FP inhib -4%, GoLoco inh red 3%, TRb SRC2 PPI 4%, RECQ1 helicase -5%, Tau fibril ThT -15% and TR SRC2 fluor cs -6%.
Cc1noc(C)c1C(=O)Nc1ccc(F)cc1 was read as JMJD2E inh 3%, Tau FP inhib 5%, GoLoco inh red -3%, L3MBTL1 inh 11%, TRb SRC2 PPI 5%, RECQ1 helicase -1%, Tau fibril ThT 3% and TR SRC2 fluor cs -1%.
For CC(=O)Nc1ccc(NC(=O)C(C)O/N=C/c2cccc([N+](=O)[O-])c2)cc1 (stereo not given) the results were JMJD2E inh -4%, Tau FP inhib 7%, GoLoco inh red 6%, TRb SRC2 PPI 3%, RECQ1 helicase -1%, Tau fibril ThT -1% and TR SRC2 fluor cs 1%.
